Source: PubChem BioAssay
MLLE-PAM2 inh – inhibitors of microRNA-mediated deadenylation, human PABP1 MLLE binding | P11940 | GST-MLLE / FITC-PAM2 fluorescence polarization | inhibition, % at 20 µM | 360,000 compounds, 0.36% hits | AID 588489; in the data active = inhibition above about 35%, passing the limit was not always enough;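 note: plate controls were DMSO wells with GST-MLLE for no effect and wells lacking GST-MLLE protein for full effect; some results filed as inactive read as strong as hits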
E coli Lon inh – inhibits E. coli Lon protease. P0A9M0. purified E. coli Lon protease, fluorescence polarization. inhibition, % at 7.94 µM. 360,000 compounds, 0.42% hits; in the data active = inhibition above about 13%, passing the limit was not always enough;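 note: 0% = enzyme with probe and DMSO and 100% = no enzyme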
MsrA inh – bovine MsrA inhibition; purified bovine MsrA, absorbance read-out; inhibition, % at 15.5 µM; 360,000 compounds, 0.75% hits; AID 651718; in the data active = inhibition above about 4.5%;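 note: 0% = vehicle wells with enzyme and 100% = reference inhibitor wells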
MT1-MMP act inh – blocks activation of human MT1-MMP | P50281 | HT1080 RFP-PRO-GFP cells, GFP/RFP ratio fluorescence, overnight; percent of plate control window, DMSO zero | GFP/RFP ratio change, % at 20 µM | 360,000 compounds, 0.061% hits | AID 651647;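 active = GFP/RFP ratio change of at least 30% with cell ATP level not reduced by more than half and red fluorescence within 50% of control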; note: strong numbers were not always called active
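Material – HT1080 RFP-PRO-GFP cells · Control set – DMSO wells and RFP-L50D-GFP cells · Incubation – overnight cell settling, then overnight compound exposure, 37 °C, 5% CO2 · Compound dosing – single-point 20 µM compound, 1% DMSO · Read-out – GFP/RFP fluorescence ratio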
FAS-TE inh – FAS thioesterase (human) inhibition. recombinant FAS-TE, OMFH fluorogenic substrate, fluorescence endpoint. inhibition, % at 15 µM. 360,000 compounds, 0.67% hits. AID 602261;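 active = compounds whose normalised, plate-corrected inhibition of enzyme fluorescence in the single-dose primary screen is 50% or more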;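 note: 0% = DMSO with enzyme and 100% = substrate without enzyme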
Target sequence (P49327 whole entry, looked up): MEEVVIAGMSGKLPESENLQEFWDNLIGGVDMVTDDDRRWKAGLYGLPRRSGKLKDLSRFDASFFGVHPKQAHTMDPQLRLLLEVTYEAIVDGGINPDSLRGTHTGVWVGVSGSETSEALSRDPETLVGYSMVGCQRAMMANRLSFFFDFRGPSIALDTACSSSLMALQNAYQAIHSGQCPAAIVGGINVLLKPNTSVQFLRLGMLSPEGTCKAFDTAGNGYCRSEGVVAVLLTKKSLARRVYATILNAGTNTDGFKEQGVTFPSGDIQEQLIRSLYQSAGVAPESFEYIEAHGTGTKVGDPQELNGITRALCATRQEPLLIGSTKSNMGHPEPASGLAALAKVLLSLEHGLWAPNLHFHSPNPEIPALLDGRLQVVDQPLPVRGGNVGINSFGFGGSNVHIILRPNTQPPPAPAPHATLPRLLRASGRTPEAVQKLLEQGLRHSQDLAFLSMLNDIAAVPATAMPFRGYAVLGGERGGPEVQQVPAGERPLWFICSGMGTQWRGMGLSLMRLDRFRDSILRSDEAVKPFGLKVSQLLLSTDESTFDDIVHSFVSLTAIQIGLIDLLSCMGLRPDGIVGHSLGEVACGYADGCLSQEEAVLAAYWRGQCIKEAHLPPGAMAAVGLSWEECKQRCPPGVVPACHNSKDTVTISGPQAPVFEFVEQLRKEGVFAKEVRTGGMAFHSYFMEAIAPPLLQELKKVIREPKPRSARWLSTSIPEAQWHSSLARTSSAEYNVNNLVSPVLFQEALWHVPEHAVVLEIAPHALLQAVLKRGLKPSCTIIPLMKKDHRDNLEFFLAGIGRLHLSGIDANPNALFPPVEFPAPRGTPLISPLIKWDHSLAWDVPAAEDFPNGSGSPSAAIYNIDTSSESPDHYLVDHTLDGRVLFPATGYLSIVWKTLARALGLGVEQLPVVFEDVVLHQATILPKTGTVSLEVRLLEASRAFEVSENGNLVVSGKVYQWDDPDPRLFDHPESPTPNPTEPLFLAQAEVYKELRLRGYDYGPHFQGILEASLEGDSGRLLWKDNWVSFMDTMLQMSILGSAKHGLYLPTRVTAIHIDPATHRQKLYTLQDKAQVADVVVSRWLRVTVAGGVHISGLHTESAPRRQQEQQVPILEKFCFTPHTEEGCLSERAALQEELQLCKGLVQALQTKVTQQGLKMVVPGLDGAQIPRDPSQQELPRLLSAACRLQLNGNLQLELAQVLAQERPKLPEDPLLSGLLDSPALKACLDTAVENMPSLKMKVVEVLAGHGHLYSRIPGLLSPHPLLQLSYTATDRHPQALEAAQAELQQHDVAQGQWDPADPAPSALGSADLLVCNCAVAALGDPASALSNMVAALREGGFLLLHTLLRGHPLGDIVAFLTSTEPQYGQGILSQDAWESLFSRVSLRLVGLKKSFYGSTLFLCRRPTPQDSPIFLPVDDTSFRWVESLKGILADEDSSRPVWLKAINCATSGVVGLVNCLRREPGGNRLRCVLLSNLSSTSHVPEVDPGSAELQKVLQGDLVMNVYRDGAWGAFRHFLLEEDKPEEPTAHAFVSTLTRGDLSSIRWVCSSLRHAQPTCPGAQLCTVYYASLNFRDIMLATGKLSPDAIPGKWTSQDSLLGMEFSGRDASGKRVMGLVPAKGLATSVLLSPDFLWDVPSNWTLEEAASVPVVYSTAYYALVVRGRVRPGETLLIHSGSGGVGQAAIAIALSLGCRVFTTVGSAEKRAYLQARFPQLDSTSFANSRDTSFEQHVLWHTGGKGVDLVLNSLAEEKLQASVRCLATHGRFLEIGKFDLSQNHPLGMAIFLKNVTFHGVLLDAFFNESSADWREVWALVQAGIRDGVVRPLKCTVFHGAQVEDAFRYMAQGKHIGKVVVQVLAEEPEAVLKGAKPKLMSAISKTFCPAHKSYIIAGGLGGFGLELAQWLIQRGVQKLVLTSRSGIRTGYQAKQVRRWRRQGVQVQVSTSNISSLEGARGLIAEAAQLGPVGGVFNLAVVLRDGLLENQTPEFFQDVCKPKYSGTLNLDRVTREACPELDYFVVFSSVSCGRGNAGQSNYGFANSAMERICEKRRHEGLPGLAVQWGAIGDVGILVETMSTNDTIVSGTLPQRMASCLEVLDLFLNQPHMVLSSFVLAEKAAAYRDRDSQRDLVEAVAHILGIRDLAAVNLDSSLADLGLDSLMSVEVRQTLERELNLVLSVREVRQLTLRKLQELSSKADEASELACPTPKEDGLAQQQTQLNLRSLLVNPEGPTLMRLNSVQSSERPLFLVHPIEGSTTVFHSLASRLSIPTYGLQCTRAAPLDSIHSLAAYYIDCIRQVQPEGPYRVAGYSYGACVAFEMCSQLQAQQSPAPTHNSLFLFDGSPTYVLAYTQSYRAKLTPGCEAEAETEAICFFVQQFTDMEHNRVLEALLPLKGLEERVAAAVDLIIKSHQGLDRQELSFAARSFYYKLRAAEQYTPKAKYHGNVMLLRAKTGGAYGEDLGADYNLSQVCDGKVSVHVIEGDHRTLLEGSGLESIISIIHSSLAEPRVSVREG
Rpn11 block – blocks the human proteasome subunit Rpn11; human 26S proteasome, Ub4-pepOG fluorescence polarization; 20S core pre-blocked with epoxomicin; calls only at 20 µM; 360,000 compounds, 0.59% hits; AID 588493;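 active = inhibition at 20 µM, scaled to each plate's controls, above about 33%, limit read from the data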
Rin1-Abl PPI inh – human Rin1-Abl interaction inhibition; AID 588664; 360,000 compounds, 0.4% hits; inhibition, % at 7.35 µM; TR-FRET Rin1/Abl binding, biochemical; P00519+Q13671; in the data active = inhibition above about 5%, passing the limit was not always enough
bovine MsrA act – bovine methionine sulfoxide reductase A activation. purified bovine MsrA, absorbance read-out. activation, % at 10.6 µM. 360,000 compounds, 0.3% hits. AID 602163; in the data active = activation above about 7.5%;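 note: 0% = vehicle and 100% = reference activator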
CSN inh – CSN deneddylation inhibition. Q92905. Purified CSN, SCF-Nedd8-OG deneddylation, fluorescence polarization. inhibition, % at 12.5 µM. 360,000 compounds, 0.38% hits;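 active = pattern-corrected inhibition above about 35%, with an unprinted fluorescence ratio check between 0.5 and 1.5, limit read from the data, passing the limit was not always enough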;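 note: 0% = enzyme with substrate and 100% = substrate without enzyme; some results filed as inactive read as strong as hits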
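Material: purified human Csn5 enzyme expressed in HEK293T cells / Medium: Tris buffer pH 7.5, NaCl, DTT, Tween-20, trehalose, ovalbumin / Compound dosing: 12.5 µM single point / Schedule: 90 min incubation of compound, enzyme and substrate at room temperature / Signal: fluorescence polarization of the substrate / Control set: no-enzyme wells high, enzyme-with-substrate wells low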
* hit, by the source's call.

How did CC(C)NC(=O)C1CCN(C2CCN(Cc3nc(C(C)C)cs3)CC2)CC1 do in these assays?
MLLE-PAM2 inh: 5; E coli Lon inh: 3; MsrA inh: 0.4; MT1-MMP act inh: 2; FAS-TE inh: -8; Rpn11 block: inactive; Rin1-Abl PPI inh: 0; bovine MsrA act: -4; CSN inh: 14

What do the screens show for `Cc1ccc(S(=O)(=O)N2CCCCC2)cc1NC(=O)c1c(-c2ccccc2)noc1C`?
MLLE-PAM2 inh: 0; E coli Lon inh: -9; MsrA inh: 0.7; MT1-MMP act inh: 0; FAS-TE inh: 14; Rpn11 block: inactive; Rin1-Abl PPI inh: 2; bovine MsrA act: -1; CSN inh: -2

How did Cc1ccc(C)c(CC(=O)N2CCCCC2c2cc(C(=O)Nc3cccc(C#N)c3)no2)c1 (configuration not stated) do in these assays?
MLLE-PAM2 inh: 4; E coli Lon inh: 7; MsrA inh: -0.8; MT1-MMP act inh: 1; FAS-TE inh: 19; Rpn11 block: inactive; Rin1-Abl PPI inh: -1; bovine MsrA act: -2; CSN inh: -3

What do the screens show for `c1ccc(-c2nnc(C(c3ccccc3)c3ccccc3)o2)cc1`?
MLLE-PAM2 inh: 10; E coli Lon inh: 5; MsrA inh: 0.8; MT1-MMP act inh: -6; FAS-TE inh: 36; Rpn11 block: inactive; Rin1-Abl PPI inh: -4; bovine MsrA act: -3; CSN inh: -21

How did O=C(Nc1ccc(Br)cc1)C1CCCC1 do in these assays?
MLLE-PAM2 inh: 1; E coli Lon inh: 5; MsrA inh: 0.8; MT1-MMP act inh: 2; FAS-TE inh: 1; Rpn11 block: inactive; Rin1-Abl PPI inh: -2; bovine MsrA act: -4; CSN inh: -2

How did N#Cc1c(-c2cccs2)cc(-c2cccs2)[nH]c1=O do in these assays?
MLLE-PAM2 inh: -4; E coli Lon inh: -4; MsrA inh: 1.9; MT1-MMP act inh: -3; FAS-TE inh: -2; Rpn11 block: inactive; Rin1-Abl PPI inh: 2; bovine MsrA act: -1; CSN inh: 6

What do the screens show for `N#C/C(C(=O)NCc1ccccc1)=C1\SC(CCO)C(=O)N1c1ccccc1` (configuration not stated)?
MLLE-PAM2 inh: 3; E coli Lon inh: -1; MsrA inh: -0.5; MT1-MMP act inh: -7; FAS-TE inh: -9; Rpn11 block: inactive; Rin1-Abl PPI inh: -1; bovine MsrA act: -2; CSN inh: 3

What do the screens show for `CCN(CC)CCN1C(=O)C(O)=C(C(C)=O)C1c1ccc(OC)c(OC)c1` (configuration not stated)?
MLLE-PAM2 inh: -3; E coli Lon inh: -1; MsrA inh: 1.7; MT1-MMP act inh: 4; FAS-TE inh: -2; Rpn11 block: inactive; Rin1-Abl PPI inh: 2; bovine MsrA act: -5; CSN inh: 5

Results for COc1ccc(OCCCC(=O)OCC(=O)Nc2nnc(-c3ccccc3)o2)cc1 ?
MLLE-PAM2 inh: 2; E coli Lon inh: -2; MsrA inh: -0.5; MT1-MMP act inh: -1; FAS-TE inh: -6; Rpn11 block: inactive; Rin1-Abl PPI inh: -2; bovine MsrA act: -1; CSN inh: -4

How did COc1ccc(F)cc1S(=O)(=O)NCC(c1ccco1)N1CCc2ccccc2C1 (configuration not stated) do in these assays?
MLLE-PAM2 inh: 14; E coli Lon inh: 4; MsrA inh: 0.8; MT1-MMP act inh: 1; FAS-TE inh: 26; Rpn11 block: inactive; Rin1-Abl PPI inh: -2; bovine MsrA act: 4; CSN inh: 2

What do the screens show for `O=C(Nc1ccccc1F)c1ccc([N+](=O)[O-])s1`?
MLLE-PAM2 inh: -12; E coli Lon inh: 1; MsrA inh: 4.1; MT1-MMP act inh: 2; FAS-TE inh: -4; Rpn11 block: inactive; Rin1-Abl PPI inh: 3; bovine MsrA act: -1; CSN inh: -7

How did CCC(C)n1cnc2c(=O)oc3ccccc3c21 (configuration not stated) do in these assays?
MLLE-PAM2 inh: -12; E coli Lon inh: 3; MsrA inh: 1.3; FAS-TE inh: -3; Rpn11 block: inactive; Rin1-Abl PPI inh: 1; bovine MsrA act: -1; CSN inh: -1

What do the screens show for `S=c1[nH]nc(-c2ccccc2)n1/N=C/c1c[nH]c2ccccc12`?
MLLE-PAM2 inh: -5; E coli Lon inh: 6; MsrA inh: 5.7*; MT1-MMP act inh: 7; FAS-TE inh: -10; Rpn11 block: inactive; Rin1-Abl PPI inh: -5; bovine MsrA act: -2; CSN inh: -9

What do the screens show for `CCN(CC)CCNC(=O)c1ccc2c(c1NCCO)C(=O)c1ccccc1C2=O`?
MLLE-PAM2 inh: 3; E coli Lon inh: 1; MsrA inh: 14*; MT1-MMP act inh: 10; FAS-TE inh: 20; Rpn11 block: inactive; Rin1-Abl PPI inh: -26; bovine MsrA act: 24*; CSN inh: 3

What do the screens show for `Cc1cccnc1N1C(=O)c2ccc(C(=O)O)cc2C1=O`?
MLLE-PAM2 inh: -1; E coli Lon inh: 4; MsrA inh: -0.2; MT1-MMP act inh: -1; FAS-TE inh: -8; Rpn11 block: inactive; Rin1-Abl PPI inh: 3; bovine MsrA act: -3; CSN inh: -2

Results for N#CC1=C(S)N(c2ccccc2)C(c2ccc(-c3cc(Cl)ccc3Cl)o2)NC1=O (configuration not stated) ?
MLLE-PAM2 inh: -68; E coli Lon inh: -10; MsrA inh: -2.0; MT1-MMP act inh: 5; FAS-TE inh: 10; Rpn11 block: inactive; Rin1-Abl PPI inh: -2; bovine MsrA act: -9; CSN inh: 6

How did O=c1[nH]c(=O)n(Cc2ccccc2)c2c1C(C(F)(F)F)(C(F)(F)F)N=C(c1ccco1)N2 do in these assays?
MLLE-PAM2 inh: 8; E coli Lon inh: 1; MsrA inh: 2.6; MT1-MMP act inh: 3; FAS-TE inh: -3; Rpn11 block: inactive; Rin1-Abl PPI inh: 0; bovine MsrA act: 0; CSN inh: 4

What do the screens show for `O=C(NCc1ccccc1)c1cc(C2CCCCN2C(=O)CCCc2ccccc2)on1` (configuration not stated)?
MLLE-PAM2 inh: 12; E coli Lon inh: 0; MsrA inh: -1.5; MT1-MMP act inh: -2; FAS-TE inh: 13; Rpn11 block: inactive; Rin1-Abl PPI inh: -1; bovine MsrA act: 2; CSN inh: 0

Results for CN(Cc1ccccc1)S(=O)(=O)c1ccc2c(c1)n(C)c(=O)n2C ?
MLLE-PAM2 inh: 3; E coli Lon inh: 1; MsrA inh: 0.2; MT1-MMP act inh: 4; FAS-TE inh: -8; Rpn11 block: inactive; Rin1-Abl PPI inh: -2; bovine MsrA act: -14; CSN inh: -2

Results for Cc1cc(OCC(=O)c2ccc(F)cc2)ccc1N1C(=O)CCC1=O ?
MLLE-PAM2 inh: -11; E coli Lon inh: 1; MsrA inh: -0.3; MT1-MMP act inh: 2; FAS-TE inh: -6; Rpn11 block: inactive; Rin1-Abl PPI inh: -2; bovine MsrA act: -1; CSN inh: 5

Results for O=C(COC(=O)c1c[nH]c2ccccc12)Nc1ccccc1 ?
MLLE-PAM2 inh: 0; E coli Lon inh: -7; MsrA inh: -0.5; MT1-MMP act inh: 1; FAS-TE inh: 0; Rpn11 block: inactive; Rin1-Abl PPI inh: -2; bovine MsrA act: -3; CSN inh: -3

What do the screens show for `O=C(Nc1cc2c(=O)n(-c3ccc(Oc4ccccc4)cc3)ccc2oc1=O)c1ccccc1`?
MLLE-PAM2 inh: -4; E coli Lon inh: 3; MsrA inh: 1.2; MT1-MMP act inh: -4; FAS-TE inh: -7; Rpn11 block: inactive; Rin1-Abl PPI inh: 2; bovine MsrA act: -4; CSN inh: -15

Results for COc1ccc(-c2nnc(SC(C)C#N)o2)cc1 (configuration not stated) ?
MLLE-PAM2 inh: -9; E coli Lon inh: -1; MsrA inh: 0.4; MT1-MMP act inh: -2; FAS-TE inh: 2; Rpn11 block: inactive; Rin1-Abl PPI inh: 4; bovine MsrA act: -1; CSN inh: -3

How did Cn1c(=O)oc2cc(S(=O)(=O)N3CCN(c4ccccc4)CC3)ccc21 do in these assays?
MLLE-PAM2 inh: -29; E coli Lon inh: -8; MsrA inh: 1.2; MT1-MMP act inh: -31; FAS-TE inh: -19; Rin1-Abl PPI inh: 4; bovine MsrA act: -1; CSN inh: 22

What do the screens show for `CCc1ccc(NC(=O)COC(=O)C2(c3ccc(Cl)cc3)CCCC2)cc1`?
MLLE-PAM2 inh: 6; E coli Lon inh: 9; MsrA inh: 0.1; MT1-MMP act inh: -7; FAS-TE inh: 35; Rpn11 block: inactive; Rin1-Abl PPI inh: 0; bovine MsrA act: 0; CSN inh: -2

What do the screens show for `CC1CCCCN1S(=O)(=O)c1ccc(C(=O)Nc2nnc(-c3cccs3)o2)cc1` (configuration not stated)?
MLLE-PAM2 inh: 9; E coli Lon inh: -6; MsrA inh: 4.8*; MT1-MMP act inh: 0; FAS-TE inh: -2; Rpn11 block: inactive; Rin1-Abl PPI inh: 2; bovine MsrA act: -9; CSN inh: -1

What do the screens show for `CC(C)N(Cc1nc(-c2ccccc2)no1)C(=O)Cc1ccccc1`?
MLLE-PAM2 inh: 5; E coli Lon inh: 1; MsrA inh: 0.9; MT1-MMP act inh: -5; FAS-TE inh: 8; Rpn11 block: inactive; Rin1-Abl PPI inh: -3; bovine MsrA act: 6; CSN inh: -5

How did CN(C(=O)/C=C/c1ccc2c(c1)OCO2)c1ccccc1 do in these assays?
MLLE-PAM2 inh: 0; E coli Lon inh: -6; MsrA inh: 3.9; MT1-MMP act inh: -3; FAS-TE inh: 4; Rpn11 block: inactive; Rin1-Abl PPI inh: -3; bovine MsrA act: -7; CSN inh: -1

How did CC(C)C[C@H](NC(=O)c1nc[nH]c1C(=O)N1CCC(C)CC1)C(=O)OC(C)(C)C do in these assays?
MLLE-PAM2 inh: -3; E coli Lon inh: -14; MsrA inh: 1.1; MT1-MMP act inh: -2; FAS-TE inh: -10; Rpn11 block: inactive; Rin1-Abl PPI inh: 6; bovine MsrA act: -4; CSN inh: 94

How did O=[N+]([O-])c1ccc2nc(-[n+]3c(-c4ccccc4)cc(-c4ccccc4)cc3-c3ccccc3)[nH]c2c1 do in these assays?
MLLE-PAM2 inh: 1; E coli Lon inh: -10; MT1-MMP act inh: -14; FAS-TE inh: 49; Rpn11 block: inactive; Rin1-Abl PPI inh: -4; bovine MsrA act: -1; CSN inh: -4

How did CC(C)OCCCNC(=O)c1ccc(N(C)S(C)(=O)=O)cc1 do in these assays?
MLLE-PAM2 inh: 12; E coli Lon inh: 1; MsrA inh: 0.2; MT1-MMP act inh: -2; FAS-TE inh: -8; Rpn11 block: inactive; Rin1-Abl PPI inh: 6; bovine MsrA act: 1; CSN inh: -3

A stretch of the results above:
Results for O=C(COC(=O)c1c[nH]c2ccccc12)Nc1ccccc1 ?
MLLE-PAM2 inh: 0; E coli Lon inh: -7; MsrA inh: -0.5; MT1-MMP act inh: 1; FAS-TE inh: 0; Rpn11 block: inactive; Rin1-Abl PPI inh: -2; bovine MsrA act: -3; CSN inh: -3

What do the screens show for `O=C(Nc1cc2c(=O)n(-c3ccc(Oc4ccccc4)cc3)ccc2oc1=O)c1ccccc1`?
MLLE-PAM2 inh: -4; E coli Lon inh: 3; MsrA inh: 1.2; MT1-MMP act inh: -4; FAS-TE inh: -7; Rpn11 block: inactive; Rin1-Abl PPI inh: 2; bovine MsrA act: -4; CSN inh: -15
